Assay outcomes: PubChem, several laboratories
CYP2C9 act = activators of human CYP2C9 | P11712 | recombinant CYP2C9, luciferin-H conversion, luminescence; hits give high values; factor 1 = untreated enzyme, 0 = blocked | activation factor at 5 µM | 1.4% of 96,000 active | AID 1024;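 active = activation factor of 2 or more for CYP2C9 at a 5 µM dose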;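 also: 0 = sulfaphenazole-blocked wells and 1 = vehicle-only wells; values of inactives mirror those of a sister screen read the other way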
Target sequence (P11712 whole entry, looked up): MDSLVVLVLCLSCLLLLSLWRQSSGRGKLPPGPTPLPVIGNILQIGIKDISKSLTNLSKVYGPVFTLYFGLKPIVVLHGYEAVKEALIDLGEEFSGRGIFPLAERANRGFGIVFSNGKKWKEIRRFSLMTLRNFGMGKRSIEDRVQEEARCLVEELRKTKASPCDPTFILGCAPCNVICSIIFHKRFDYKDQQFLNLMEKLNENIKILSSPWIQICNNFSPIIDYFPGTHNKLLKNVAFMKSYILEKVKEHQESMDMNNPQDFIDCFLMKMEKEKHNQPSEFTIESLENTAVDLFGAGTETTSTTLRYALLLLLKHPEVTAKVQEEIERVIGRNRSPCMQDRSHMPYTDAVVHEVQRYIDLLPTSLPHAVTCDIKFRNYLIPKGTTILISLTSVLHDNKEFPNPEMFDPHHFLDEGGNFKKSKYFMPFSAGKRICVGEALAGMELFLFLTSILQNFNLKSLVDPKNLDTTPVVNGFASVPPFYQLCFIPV
CYP2C19 act = cytochrome P450 2C19 (human) activation | recombinant CYP2C19, luciferin-H EGE luminescence; hits give high values; 0 = fully inhibited enzyme, 1 = untreated enzyme | activation factor at 5 µM | 96,000 tested, under 10 active;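 active = activation factor of at least 2 at 5 µM in the primary screen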;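 also: 0 = wells with 2.5 mM tranylcypromine and 1 = vehicle-only wells; values of inactives mirror those of a sister screen read the other way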
Target sequence (P33261 whole entry, looked up): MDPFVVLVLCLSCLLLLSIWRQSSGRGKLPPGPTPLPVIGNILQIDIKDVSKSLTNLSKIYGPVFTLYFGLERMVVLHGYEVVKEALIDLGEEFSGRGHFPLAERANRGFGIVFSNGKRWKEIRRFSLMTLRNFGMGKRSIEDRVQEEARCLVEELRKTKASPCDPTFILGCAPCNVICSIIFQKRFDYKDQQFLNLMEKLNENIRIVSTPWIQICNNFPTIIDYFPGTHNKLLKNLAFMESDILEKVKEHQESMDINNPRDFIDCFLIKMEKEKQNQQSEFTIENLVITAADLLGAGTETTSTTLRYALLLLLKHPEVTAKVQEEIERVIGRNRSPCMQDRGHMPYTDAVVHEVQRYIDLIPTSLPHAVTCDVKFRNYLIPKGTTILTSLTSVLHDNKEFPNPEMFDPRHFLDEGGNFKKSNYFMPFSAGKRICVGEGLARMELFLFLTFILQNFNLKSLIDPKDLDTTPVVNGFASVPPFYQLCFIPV
Rev-RRE block = HIV Rev-RRE protein-RNA interaction inhibition | Rev peptide-RRE RNA binding, FRET | P05866 | 0.79% of 97,000 active | inhibition, % at 8 µM;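 active = inhibition above the screen-wide mean plus 3 SD, cut at about 35% in these data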;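 also: 0% = median DMSO wells and 100% = median Neomycin B control wells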
Target sequence (P05866 whole entry, looked up): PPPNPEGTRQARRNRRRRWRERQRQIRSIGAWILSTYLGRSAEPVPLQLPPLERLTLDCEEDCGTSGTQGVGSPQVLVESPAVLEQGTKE
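Test system: Cy5-tagged RRE RNA duplex with fluorescein-tagged Rev peptide | Read-out: % inhibition of FRET ratio versus controls | Probe or stimulus: Labelled Rev peptide | Incubation: 5 min RNA-compound premix plus 15 min binding step, 25 °C | Technique: FRET fluorescence readout | Benchmarks: DMSO low control, neomycin B high control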
PLK1 inh = PLK1 (human) kinase inhibition | recombinant PLK1 kinase, TR-FRET peptide phosphorylation | inhibition, % at 10 µM | 0.53% of 97,000 active;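 active = inhibition of 50% or more in the single-concentration screen; inactive = inhibition below 50%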;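 also: 0% = DMSO max control and 100% = H-89 dihydrochloride min control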
CYP2C9 inh = blocks human cytochrome P450 2C9 | P11712 | CYP2C9 Supersomes, luciferin-H conversion, luminescence | inhibition, % at 5 µM | 20% of 96,000 active;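 active = blocking of liver enzyme CYP2C9 beyond about 50% at 5 µM, limit read from the data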; also: values of inactives mirror those of a sister screen read the other way
EphB4 ephrin blk = antagonists of human EphB4-ephrin-B2 interaction; EphB4 LBD / TNYL-RAW-Alexa532 peptide, fluorescence polarization; P54760; 0.15% of 97,000 active; AID 720; inhibition, % at 7 µM;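 active = inhibition above the screen-wide mean inhibition plus 3 SD, cut at about 15% in these data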;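 also: 0% = DMSO wells and 100% = excess unlabeled TNYL-RAW peptide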
Plk1 PBD FP = blocks phosphopeptide binding to human Plk1 polo box domain | P53350 | Plk1 PBD phosphopeptide binding, fluorescence polarization | inhibition, %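 (tested at about 20 µM)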 | 0.13% of 97,000 active; in the data active = inhibition above about 34%, passing the limit was not always enough
PLAP act = activators of human placental alkaline phosphatase | activation fold at 20 µM | AID 696 | purified PLAP enzyme, luminescent substrate read-out; hits give high values | 1.2% of 96,000 active | P05187; in the data active = activation fold above about 2
CYP2C19 inh = inhibitors of human CYP2C19 | P33261 | inhibition, % at 5 µM | CYP2C19 Supersomes, luciferin-H EGE luminescence, 30 min | 21% of 96,000 active | AID 778;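 active = CYP2C19 inhibition above a set limit at 5 µM in the primary screen, cut at about 50% in these data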;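 also: plate controls were negative control wells for no effect and 2.5 mM tranylcypromine positive control for full effect; values of inactives mirror those of a sister screen read the other way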
* = called active by the depositor; · = not tested or not shown.

SMILES	CYP2C9 act	CYP2C19 act	Rev-RRE block	PLK1 inh	CYP2C9 inh	EphB4 ephrin blk	Plk1 PBD FP	PLAP act	CYP2C19 inh
CCOc1ccc(CN2CCN(C(=O)c3cccc(F)c3)CC2)cc1	·	·	2	-13	·	-1	2	·	·
CCOC(=O)CC1=C(C(=O)OCC)C(c2ccc(OC)c(OC)c2)C(C#N)=C(N)O1 (stereo unspecified)	0.1	0.3	34	1	87*	6	-18	1.2	74*
O=c1[nH]c2ccc(Br)cc2c(-c2ccccc2)c1N1CCOCC1	1	0.8	9	-5	1	5	3	1	21
CCOC(=O)N1CCc2c(sc3nc4n(c(=O)c23)N=C(C)CS4)C1	0.8	0.9	2	-8	24	-4	-21	1.2	6
CC(C)CC(C(=O)NCC1CCCO1)N(C(=O)Cn1nnc(-c2ccc(F)cc2)n1)c1ccccc1F (stereo unspecified)	0.6	0.9	-3	-11	43	-1	26	1.3	8
Cc1ccc(C)c(NC(=O)CS(=O)(=O)c2cn(C)c3ccccc23)c1	·	·	6	-10	·	3	-10	·	·
CC(C)OCCCNc1ncnc2c1cnn2-c1ccccc1	·	·	4	2	·	2	-12	·	·
CCn1cc(C(=O)OCc2cccc(Br)c2)c(=O)c2ccc(C)nc21	0.8	0.9	3	3	17	-7	-1	0.7	14
Cc1ccc2nc(-c3ccccn3)oc2c1	0.9	0.7	6	-5	10	8	0	0.8	28
COc1ccc(NC(=O)CSc2nnc(-c3ccccc3)n2Cc2ccco2)cc1OC	0.7	0.8	4	-7	28	-3	-11	1.2	16
Cc1ccc(NC(=O)c2ccc(NCC3CCCO3)c([N+](=O)[O-])c2)cc1Cl (stereo unspecified)	·	·	15	-2	·	3	-2	·	·
CCCn1c(SCC(=O)Nc2ccccc2C(=O)OCC)nc2c1c(=O)n(C)c(=O)n2C	·	·	6	-9	·	3	-13	·	·
O=C(Nc1cccc(O)c1)c1cc(S(=O)(=O)N2CCCC2)ccc1Cl	0.2	0.5	-1	-12	82*	-7	-4	0.8	46
CC(=O)C1C(c2ccc(C)cc2)c2c(n[nH]c2C)CC1(C)O (stereo unspecified)	0.8	1	0	-1	17	-1	-3	0.9	3
CCCCN(CCCNC(=O)C1CCN(S(=O)(=O)CC)CC1)c1ccccc1	·	·	-3	-12	·	-3	31	·	·
CCOc1ccc(OCCOCCN2CCc3ccccc3C2)cc1	1	0.8	2	1	4	-3	2	1.2	17
COC(=O)c1ccc(COc2cccc(OC)c2)o1	0.9	0.5	3	-9	11	2	-15	0.8	47
COCCNC(=O)C(c1cccs1)N(C(=O)Cn1nnc2ccccc21)c1ccc2c(c1)OCO2 (stereo unspecified)	1	0.9	-3	26	4	1	-8	1.2	11
CCCCNC(=O)C1CCN(Cc2ccc(OCc3ccccc3)cc2)CC1	·	·	1	-9	·	6	-20	·	·
CNC(=O)c1cc2ccc(OC)cc2oc1=O	1	1	9	-14	-4	2	-7	0.9	5
CCn1cc(C2=NC(C)(C)CO2)c2ccccc21	1.2	1	0	-8	-17	3	-16	0.9	2
Cc1ccc(C(=O)Nc2nc3ccccc3n2CCN2CCCC2)cc1	0.9	1.1	9	3	9	4	-21	2.8*	-10
O=C(COC(=O)C1=COCCO1)Nc1ncc(C(F)(F)F)cc1Cl	0.8	0.7	10	-9	21	-6	-3	1.2	33
O=C(Nc1cccc(-c2cnc3ccccc3n2)c1)c1cccc(NC(=O)c2ccco2)c1	0.2	0.3	3	-13	75*	0	15	1.4	69*
COc1ccc(Cl)cc1NC(=O)/C=C\C(=O)O	1.1	1.1	2	-2	-8	0	1	1.2	-15
CSC1=C(C#N)C(c2ccc(C(C)C)cc2)CC(=O)N1 (stereo unspecified)	0.6	0.9	7	66*	41	0	3	0.8	5
CCc1ccccc1N(CC)C(=O)c1cn(C)c(=O)c2cc(OC)c(OC)cc12	0.9	0.9	4	3	7	2	-21	1.4	10
CN(C)Cc1nc2ccccc2c(=O)n1Cc1nc(-c2cc3ccccc3o2)cs1	0.3	0.8	7	-4	70*	-2	1	1.5	18
O=C1COc2ccc3ccccc3c2CN1	1	0.9	2	-10	-4	-7	1	1	5
N#Cc1cc2c(nc1SCc1ccccc1)CCC2	·	·	-1	-11	·	0	-2	·	·
O=c1[nH]c(Cc2ccccc2)nc2c1oc1ccccc12	0.6	0.5	1	-7	42	0	9	1	49
CCOC(=O)C(CC)Sc1ncnc2c1nnn2-c1ccc(F)cc1 (stereo unspecified)	0.9	0.9	1	-10	9	3	-32	1	10
CC(C)(C)n1nnnc1C(c1cccs1)N(Cc1ccccc1)Cc1cccnc1 (stereo unspecified)	0.7	0.5	1	-6	29	-15	-17	1.3	48
CSc1ccccc1C(=O)NCCSC(C)(C)C	1.2	1.2	4	-11	-17	-1	3	0.9	-16
NC(=O)CSc1nnc(-c2cc3ccccc3o2)n1Cc1ccccc1	0.9	1	0	-12	11	-1	15	0.8	2
CCCS(=O)(=O)c1nc(S(=O)(=O)c2ccc(C)cc2)c(N2CCCC2)s1	0.6	0.8	4	0	44	2	12	1.2	17
CC1(C)CC(CC(=O)O)C(=O)O1 (stereo unspecified)	1	1.1	9	-7	4	-5	-19	1	-11
O=C1C(Cl)=C(N2CCOCC2)C(=O)N1c1ccccc1	0.9	0.2	3	-41	5	8	-27	1	85*
Cn1c(CS(=O)Cc2c(Cl)cccc2Cl)nnc1SCc1c(Cl)cccc1Cl (stereo unspecified)	0.7	0.4	4	-1	34	-2	-8	1	55*
CCC(C)N1CC23C=CC(O2)C(C(=O)OC)C3C1=O (stereo unspecified)	1	1	·	·	0	·	·	1	3
O=C(CSc1nnc(C2CC2)n1Cc1ccccc1)c1ccc(S(=O)(=O)N2CCOCC2)cc1	1	0.6	3	-4	1	6	-3	1.4	39
NC(N)=Nc1nc(CCN2C(=O)c3ccccc3C2=O)cs1	0.9	0.4	-3	-13	6	-7	14	1.1	55*
Cn1c(SCC(=O)Nc2ccc(NC(=O)c3cccs3)cc2)nnc1-c1ccncc1	·	·	3	-15	·	-6	-3	·	·
COc1ccc(C2C(C(=O)OCC(=O)N3CCCCC3)CCC(=O)N2c2ccc(OC)cc2)cc1 (stereo unspecified)	0.5	0.8	2	-14	48	-1	-21	1.6	25
CCCC(C)C(=O)Nc1ccccc1C(=O)OCC (stereo unspecified)	0.9	0.5	-1	-1	7	-2	32	1.1	47
O=C(O)C1CCCCN1S(=O)(=O)c1ccccc1 (stereo unspecified)	0.7	1	5	-12	28	8	-7	1.1	1
Cc1[nH]c2ccc(OC(=O)N3CCOCC3)cc2c1C(=O)OC(C)C	0.6	0.7	-1	-7	45	-1	-6	1.3	34
Cc1ccc(N=C2NC(=O)CS2)c(C)c1	0.9	0.8	2	-10	12	4	8	1.3	18
Nc1c(S(=O)(=O)c2cccs2)c2nc3ccccc3nc2n1Cc1ccc2c(c1)OCO2	0.1	0.6	8	-225	91*	2	-17	1	42
O=C(Nc1ccc2c(c1)OCO2)C1CCN(S(=O)(=O)c2cccs2)CC1	0.6	0.7	2	1	36	11	-11	0.9	29
CCCC(=O)c1cc(F)c(N2CCN(CCC#N)CC2)cc1C	0.7	0.6	2	-8	30	0	-5	1.5	39
COC(=O)c1ccc2c(c1)C(=O)N(C1CCCCC1)C2=O	1	1	2	-7	-3	0	-4	1	3
COc1ccc(CNC(=O)c2sc(=S)n(-c3ccc(OC)cc3)c2N)cc1	0.9	1.3	5	-3	7	8	-16	0.9	-27
O=C(O)c1ccc(S(=O)(=O)N2CCCCCC2)cc1	0.9	1	5	-1	7	0	11	1.1	-2
O=C1CCC(/C=C/c2ccccc2)=NN1Cc1ccc(Cl)c(Cl)c1	0.3	0.6	11	-4	73*	7	0	0.8	44
CCCC(C)NS(=O)(=O)c1ccc(OC)c(C)c1 (stereo unspecified)	1.8	0.2	8	-3	-84	4	-7	0.8	81*
Cc1ccc(C)c2[nH]c(=O)c(C(c3nnnn3CCc3ccccc3)N3CCOCC3)cc12 (stereo unspecified)	0.8	0.8	1	-9	20	1	-32	1.5	22
COc1ccc(S(=O)(=O)N2CCC[C@H]2C(=O)NC2=NCCS2)cc1	1.4	1	5	-7	-37	-2	1	1	-1
O=C(Nc1ccc(Cl)cn1)c1cccc(F)c1	1	0.8	14	-9	2	6	19	0.8	23
CCc1noc(N)c1C(=O)Nc1ccc(F)c(Cl)c1	0.9	0.8	3	-5	14	-4	-26	0.8	22

Some of these compounds in order of molar mass, ascending:
SMILES	CYP2C9 act	CYP2C19 act	Rev-RRE block	PLK1 inh	CYP2C9 inh	EphB4 ephrin blk	Plk1 PBD FP	PLAP act	CYP2C19 inh
O=C(Nc1ccc(Cl)cn1)c1cccc(F)c1	1	0.8	14	-9	2	6	19	0.8	23
COc1ccc(S(=O)(=O)N2CCC[C@H]2C(=O)NC2=NCCS2)cc1	1.4	1	5	-7	-37	-2	1	1	-1
Nc1c(S(=O)(=O)c2cccs2)c2nc3ccccc3nc2n1Cc1ccc2c(c1)OCO2	0.1	0.6	8	-225	91*	2	-17	1	42

Next results:
SMILES	CYP2C9 act	CYP2C19 act	Rev-RRE block	PLK1 inh	CYP2C9 inh	EphB4 ephrin blk	Plk1 PBD FP	PLAP act	CYP2C19 inh
CCOC(=O)c1cc(NC(=O)c2cnccn2)cc(C(=O)OCC)c1	0.6	1	2	-8	40	-12	-14	1.2	-2
Cc1nc2sc(C#N)c(N)c2c2c1CCCC2	1.2	0.9	6	18	-18	-6	-2	1.2	10
COc1cc2c(cc1OC)C1(Nc3c-2c(Cc2ccccc2)nn3-c2ccccc2)C(=O)Nc2ccccc21 (stereo unspecified)	0.6	1	11	-9	41	3	-14	1.7	0
CCSc1nnc(-c2cccc(S(=O)(=O)N(CC)CC)c2)n1Cc1ccccc1	0.2	0.1	3	-7	76*	-8	-4	1.5	90*
C=CCNc1oc(-c2ccc(OCC)cc2)nc1C#N	1.5	0.7	7	-10	-46	8	-7	0.8	29
N#CCc1nn(-c2ccccc2)c(N)c1C#N	1	1	5	-6	-4	-5	-7	0.9	2
O=C(Nc1nccs1)c1sc2cc(Cl)ccc2c1Cl	0.7	0.4	1	-5	33	3	9	1.2	57*
CCCP(=O)(CC(=O)N(CC)CC)c1ccccc1 (stereo unspecified)	1	0.9	7	0	-2	-1	19	1.1	6
Cc1ccccc1OCc1nnc(SCC(=O)NCc2ccccc2)n1C	1.4	1	5	-7	-41	6	-24	0.9	1
CCOC(=O)C1CCN(CC(=O)c2c(C)[nH]c3ccccc23)CC1	1.1	0.7	0	-12	-13	1	-10	1.1	28
CCOC(=O)N1CCC(NC(=O)Cn2ncc3ccccc32)CC1	1.2	1.1	-2	-6	-17	-6	8	0.9	-9
COc1ccc(OC)c(CNc2nc3ccccc3n2CCN2CCCCC2)c1	0.8	0.5	2	-3	17	5	13	1.4	55*
O=C(COC(=O)c1cccnc1)c1ccc(Cl)cc1	0.8	0.4	-1	-2	16	-2	16	0.9	60*
COC(=O)c1sc2ncn(-n3c(C)ccc3C)c(=O)c2c1C	0.9	0.9	2	-12	14	0	-10	0.8	13
O=C(c1ccncc1)c1ccc(NS(=O)(=O)c2ccc(Br)s2)cc1	0	0.9	-1	-12	99*	-7	-22	1.1	5
Cc1cc2cc(CN(Cc3ccc4c(c3)OCO4)Cc3nnnn3C3CCCC3)c(=O)[nH]c2cc1C	1	0.9	4	-9	0	10	-1	1.1	5

Reprinted at random: 2 entries already listed
SMILES	CYP2C9 act	CYP2C19 act	Rev-RRE block	PLK1 inh	CYP2C9 inh	EphB4 ephrin blk	Plk1 PBD FP	PLAP act	CYP2C19 inh
O=C(COC(=O)c1cccnc1)c1ccc(Cl)cc1	0.8	0.4	-1	-2	16	-2	16	0.9	60*
CCCP(=O)(CC(=O)N(CC)CC)c1ccccc1 (stereo unspecified)	1	0.9	7	0	-2	-1	19	1.1	6
